Compound activity from PubChem.
UTI89 phage lysis = protection from phage-mediated lysis, alamar blue read-out – E. coli UTI89, K1F phage, bacterial capsule biogenesis inhibitors (AID 488966) | E. coli UTI89 K1F phage lysis, alamar blue, 2 h; higher % means a stronger effect | one-dose inhibition, % at 100 µM; IC50 in µM for titrated hits | 340,000 compounds, 0.02% hits;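 active means phage lysis inhibition, versus mean bacterial control, above a set limit; inconclusive means no clear call, values can overlap the other calls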;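 further: capsule biogenesis inhibitors block K1F phage lysis so surviving cells raise fluorescence; higher fluorescence means more inhibition of phage lysis; actives were called in the ten point dose series up to 300 µM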
Dengue-2 NS5 capping = flavivirus cap methylation enzyme inhibition – biochemical, confirmation dose response, primary screen (AID 588689) | Dengue-2 NS5 methyltransferase capping enzyme assay, biochemical; higher % means a stronger effect | one-dose inhibition, % at 25 µM; IC50 in µM for titrated hits | 340,000 compounds, 0.3% hits; in the data active means a potency from the dose series; inconclusive means inhibition above about 29% without an active follow-up result
WT yeast gro inh = growth inhibition of WT yeast, mitochondrial fusion screen. mitochondrial fusion phenotypic screen, WT strain. inhibition, % at 10 µM. 190,000 compounds, 2.1% hits. AID 1362; in the data active means inhibition above about 58%; tested in S. cerevisiae
SV40 large T antigen = SV40 large T antigen inhibitors, biochemical (AID 1903); SV40 large T antigen ATPase/helicase inhibition assay; higher % means a stronger effect; 310,000 compounds, 0.39% hits; inhibition, % at 20 µM; hits with a dose series show IC50 in µM; in the data active means a potency from the dose series; inconclusive means inhibition mostly from about 32% at the one dose, without a potency; inactive means the rest, 99 in 100 with inhibition below about 32%; further: strong numbers were not always called active
XIAP antagonists = small molecules displacing peptide from XIAP – biochemical, IAP family, fluorescence polarization (AID 1018). XIAP BIR domain, fluorescence polarization peptide displacement; higher % means a stronger effect. 200,000 compounds, 0.007% hits. one-dose displacement, % at 20 µM; IC50 in µM for titrated hits; in the data active means displacement above about 50%; further: a part of the inactive calls stands beside numbers as strong as those of hits
West Nile antiviral = West Nile virus antiviral activity, cell-based, CPE readout (AID 1621); CPE inhibition, % at 10 µM, or IC50 in µM where a hit was titrated; West Nile virus-infected cells, CPE inhibition; higher % means a stronger effect; 290,000 compounds, 0.02% hits; in the data active means a potency from the dose series; inconclusive means CPE inhibition mostly from about 3.7% at the one dose, without a potency; inactive means the rest, 99 in 100 with CPE inhibition below about 2.2%; further: strong numbers were not always called active
CSM14.1 death rescue = rescue of cells from ER stress-induced death, primary screen, 384-well, CSM14.1, thapsigargin, ATP luminescence (AID 1222). cellular ATP content (survival), % at 20 µM; hits with a dose series show EC50 in µM. CSM14.1 thapsigargin-induced death rescue, ATP luminescence; higher % means a stronger effect. 190,000 tested, under 10 active;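 active means EC50 below 50 µM in the dose-response confirmation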;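 further: death triggered by thapsigargin at about 15 µM added after 2 h compound pretreatment; cell ATP read after overnight thapsigargin exposure of roughly 18 to 22 hours; normalized against plate controls of thapsigargin alone and 5% DMSO vehicle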
RSV antiviral HEp-2 = RSV antiviral activity via CPE protection, HEp-2 cells, primary 10 µM value included (AID 2391); HEp-2 cells, RSV-induced CPE inhibition; higher % means a stronger effect; CPE inhibition, % at 10 µM, or IC50 in µM where a hit was titrated; 310,000 compounds, 0.13% hits; in the data active means a potency from the dose series; inconclusive means CPE inhibition mostly from about 23% at the one dose, without a potency; inactive means the rest, 99 in 100 with CPE inhibition below about 21%; further: strong numbers were not always called active
Yfh1-off respiration = mitochondrial function rescue without frataxin homolog – Friedreich's ataxia, plus single-dose screen, dose response (AID 1465); S. cerevisiae Yfh1-off respiration, WST-1 reduction, 72 h; higher fold induction means a stronger effect; 220,000 compounds, 0.074% hits; one-dose fold induction at 50 µM; EC50 in µM for titrated hits;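 active means fold induction of absorbance versus untreated yeast above a set limit, then at least 30% activation at any dose in follow-up; inconclusive means repeats straddling the limit, or above it without dose testing; inactive means fold induction below the set limit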;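 further: activators that raise dye reduction in frataxin-depleted yeast; strong numbers were not always called active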
WT yeast gro inh mutant strain = second read-out of WT yeast gro inh, no call of its own (marks repeat the call); inhibition, %; mitochondrial fusion phenotypic screen, mutant strain inhibition
* marks the source's active call; other numbers are inactive results; i = inactive; u = inconclusive; x = not tested or not shown; [ ] = remark or other dose. The order is random. About 2.2% of those tested had a hit in this group.

Every second line gives: UTI89 phage lysis | Dengue-2 NS5 capping | WT yeast gro inh | WT yeast gro inh mutant strain | SV40 large T antigen | XIAP antagonists | West Nile antiviral | CSM14.1 death rescue | RSV antiviral HEp-2 | Yfh1-off respiration
1. CC(=O)OC1CC[C@@]2(C)C(CCC3C2CC(=O)[C@@]2(C)C3CC3CC(C)=CC(=O)C32)C1 (stereo partly drawn)
 : 1.0%[50 µM] | -3% | x | x | 0% | x | 0.0% | x | 8.6% | i
2. Nc1nnnn1/N=C/c1ccccc1O
 : 11% | -6% | x | x | 22% | x | x | x | -1.1% | x
3. CC(=O)Nc1ccc(C(=O)N2CCc3cc4c(cc3C2C)OCCCO4)cc1 (stereo not drawn)
 : 5.5% | 2% | x | x | 5% | x | -0.8% | x | 3.4% | x
4. Nc1nonc1-n1nnc(C(=O)N/N=C/c2ccccn2)c1CNc1ccccc1
 : 0.0% | 0% | x | x | 18% | x | 0.1% | x | 2.5% | x
5. CCn1ccc(C(=O)NC2=C(C#N)CCC2)n1
 : -0.4% | -6% | 39 | -1 | 2% | -1.8% | 0.3% | -0.9% | 1.6% | i
6. CCNC(=O)CC1SC(=Nc2ccc(C)cc2)NC1=O (stereo not drawn)
 : 5.7% | 4% | -18 | -3 | 11% | -12% | 0.2% | -0.8% | 1.2% | i
7. O=C(CS(=O)CC(=O)N(CC(=O)NC1CCCC1)C1CCCC1)Nc1ccc(F)cc1 (stereo not drawn)
 : 1.2% | -2% | 44 | -2 | 2% | -5.3% | -0.7% | 0.7% | 1.7% | i
8. CSc1nc(SCCO)c2sc3nc(-c4ccco4)c4c(c3c2n1)CC(C)(C)OC4
 : -0.1% | 14% | 6 | 14 | 30% | -11% | x | -0.7% | x | x
9. Cc1sc2ncnc(NCC(c3ccccc3)N(C)C)c2c1C (stereo not drawn)
 : 0.8% | -6% | x | x | 18% | x | -1.5% | x | -0.2% | x
10. Cc1ccccc1-n1c(SCc2c(C)noc2C)nnc1-c1ccncc1
 : 0.9% | -7% | -7 | 11 | 3% | -1.5% | 0.6% | x | 0.6% | i
11. CCOc1ccc(C2NC(=O)CCC2[N+](=O)[O-])cc1 (stereo not drawn)
 : 0.0% | -2% | x | x | 11% | x | -0.3% | x | 1.8% | x
12. Cc1ccc(S(=O)(=O)c2cnc(-c3ccccc3)nc2N2CCCCC2)cc1
 : 0.2% | -9% | 45 | 6 | 24% | -16% | -0.8% | 2.2% | 18% | i
13. CCOc1ccc(C(=O)Nc2nc3ccccc3[nH]2)cc1OCC
 : 12% | -6% | 19 | 0 | 0% | -5.7% | -1.4% | -1.1% | 3.5% | i
14. O=S(=O)(NC1CC1)c1ccccc1
 : 0.2% | -4% | x | x | 14% | x | -0.8% | x | 1.6% | x
15. CN(c1ccccc1)S(=O)(=O)c1cc(C(=O)OCC(N)=O)ccc1Cl
 : 0.4% | -3% | -1 | -8 | -1% | -4.2% | 0.1% | -0.7% | -0.3% | i
16. O=C(CCCCCNC(=O)c1ccccc1)C[N+](=O)[O-]
 : 0.2% | -2% | 13 | -10 | -1% | -5.8% | 0.5% | 3.1% | -0.1% | i
17. Oc1ccccc1C1=NN(c2ccccc2)C(c2ccc(F)cc2)C1 (stereo not drawn)
 : 1.7%[50 µM] | 6% | x | x | 18% | x | -1.6% | x | 1.2% | x
18. CC(C)n1cc(NC(=O)C2CC(c3cccc(Br)c3)=NO2)cn1 (stereo not drawn)
 : -0.9% | 3% | -10 | -10 | 11% | -5.0% | -0.1% | -0.4% | 2.7% | i
19. COc1ccc(-c2csc3ncnc(N4CCN(c5ccccc5OC)CC4)c23)cc1
 : 0.3% | 3% | x | x | -3% | x | -0.2% | x | u | x
20. CCn1nccc1C(=O)Nc1ccc(Cl)c(Cl)c1
 : -0.7% | -8% | 28 | 28 | 7% | -26% | -0.7% | -1.1% | 7.8% | i
21. CCCCNC(=O)COC(=O)c1cc(Br)ccc1Cl
 : 3.0%[50 µM] | -4% | -11 | -22 | 7% | 0.7% | -0.2% | -2.5% | 2.1% | i
22. O=C(NCc1ccccc1)N1CCC(Cc2ccccc2)CC1
 : -0.8% | 1% | x | x | 7% | x | -1.3% | x | 1.1% | x
23. COc1cccc(Nc2nc3ccccc3nc2-n2nc(C)cc2C)c1
 : -0.3% | -3% | 5 | -3 | 0% | -5.1% | 1.3% | -1.4% | 0.2% | i
24. Cc1ccc(-c2cc(C(=O)N3CCC(C)CC3)c3ccccc3n2)cc1
 : 0.2% | -1% | x | x | 14% | x | -1.1% | x | 7.8% | x
25. Cc1ccccc1NC(=O)N(C(C)C)C(C)C
 : 0.8% | 5% | 6 | 5 | 1% | -6.4% | 0.0% | 1.9% | -0.3% | i
26. O=C(O)CCC(=O)NCc1ccc(C(=O)O)cc1
 : 0.4% | -4% | -19 | -19 | 13% | -3.9% | 1.3% | -0.3% | 1.8% | i
27. Cc1[nH]c(C)c(S(=O)(=O)N(C)Cc2ccccc2)c1C(=O)N1CCCC1
 : 0.1% | -8% | x | x | 0% | x | -1.0% | x | 1.1% | x
28. Cn1nccc1NC(=O)NC(=O)c1c(Cl)cccc1Cl
 : 0.9% | -11% | x | x | 14% | x | 0.1% | x | 0.7% | i
29. CCCCN(Cc1ccc(C(=O)N[C@H](C(=O)O)C(C)C)cc1)C(=O)C(c1ccccc1)c1ccccc1
 : -2.0% | -1% | x | x | 9% | x | x | x | 0.5% | x
30. COC(=O)c1cc(OC)c(OC)cc1N1C(=O)CCCC1=O
 : 0.0% | -7% | x | x | 8% | x | 0.2% | x | 1.2% | x
31. COc1ccc(C2/C(=C(/O)c3ccccc3)C(=O)C(=O)N2C)cc1 (stereo not drawn)
 : 0.2% | -4% | -6 | -12 | 1% | -2.4% | 0.2% | x | 0.6% | i
32. CCCCCC(=O)NNC(=S)NC(=O)c1cccc([N+](=O)[O-])c1
 : -3.1% | -8% | 47 | 0 | 20% | -2.3% | -0.1% | -0.2% | -1.4% | i
33. Cc1ccc(S(=O)(=O)N[C@@H](Cc2ccccc2)C(=O)N2CCC(C(=O)N[C@H](C(=O)O)C(C)O)CC2)cc1 (stereo partly drawn)
 : 1.0%[50 µM] | -4% | x | x | 4% | x | 0.4% | x | 1.3% | x
34. CCOc1ccc(NC(=S)N2CCC(NC(=O)C3CCCCC3)CC2)cc1
 : 0.7% | -6% | x | x | -6% | x | -0.2% | x | 1.4% | x
35. CCOC(=O)c1c(N2C(=O)C3C4C=CC(C4)C3C2=O)sc2c1CCC(C)C2 (stereo not drawn)
 : 0.5%[50 µM] | -4% | 17 | 2 | 14% | -1.5% | -1.1% | 1.8% | 3.5% | i
36. CNC(=S)N(CCc1c(C)[nH]c2ccc(Cl)cc12)Cc1cccnc1
 : 0.3% | -1% | x | x | 6% | x | 0.1% | x | -0.6% | x
37. CCCn1c(SCC(=O)N2CCCC2)nc2c1c(=O)n(C)c(=O)n2C
 : 0.3% | -1% | -20 | -9 | 6% | -6.6% | 0.2% | 2.7% | 0.4% | i
38. Cc1ccc(-n2nc3c(=O)n(C(C)C(=O)NCc4ccc(Cl)cc4)nc(C)c3c2C)cc1 (stereo not drawn)
 : 0.9% | -17% | x | x | 3% | x | -0.4% | x | 4.8% | x
39. O=C(c1ccccc1)N1CCN(C(=O)c2nn3c(C(F)(F)F)cc(-c4ccccc4)nc3c2Br)CC1
 : 0.3% | -4% | x | x | 7% | x | -0.5% | x | 5.2% | x
40. Cc1cc(NC(=O)CN2C(=O)NC(C)(c3ccc(OC(F)F)cc3)C2=O)no1 (stereo not drawn)
 : 0.3% | -6% | -2 | 6 | -1% | -1.5% | 0.2% | -1.7% | 1.1% | i
41. COC(=O)c1ccc(NC(=O)CSc2nnc(-c3ccncc3)n2N)cc1
 : -0.6% | -5% | 4 | 0 | 6% | -7.2% | 0.1% | -1.0% | 1.7% | i
42. Fc1ccc(-c2cc3nc4c(c(N5CCOCC5)n3n2)CCCC4)cc1
 : 4.6% | -1% | 2 | 7 | 11% | -0.1% | 2.1% | 0.2% | 5.7% | i
43. CCN=C1SC(C(=O)Nc2ccc(OCC)cc2)CC(=O)N1CC (stereo not drawn)
 : x | x | 4 | 13 | 7% | -4.8% | -0.2% | -1.7% | 1.4% | i
44. O=C1C(NS(=O)(=O)c2ccc(Br)cc2)=C(N2CCCCC2)C(=O)c2ccccc21
 : 0.2% | 1% | x | x | -4% | x | -0.2% | x | 1.1% | x
45. COc1ccc(CCNc2nc(C)nc3c2oc2ccccc23)cc1OC
 : -0.1% | -3% | 16 | 3 | 6% | -4.1% | -0.5% | 0.1% | 2.2% | i
46. NC(=O)c1c(N)sc(=S)n1CC1CCCO1 (stereo not drawn)
 : 0.9% | -3% | 6 | 9 | 12% | -2.0% | 0.1% | -1.3% | 0.8% | i
47. O=C(Nc1ccccc1F)C1CCCN(S(=O)(=O)c2ccccc2)C1 (stereo not drawn)
 : -0.4% | 7% | 3 | -5 | 10% | -11% | -0.2% | -1.5% | 2.1% | i
48. O=C(O)CS(=O)CC(=O)NCc1cccc(C(F)(F)F)c1 (stereo not drawn)
 : 3.4% | x | 0 | 1 | 6% | -11% | 0.4% | -1.9% | 1.6% | i
49. Cc1noc(C)c1COc1cccc(C(=O)N2CCN(C/C=C/c3ccccc3)CC2)c1
 : 0.1% | -2% | 7 | 4 | 4% | -9.9% | -1.2% | -0.5% | 5.2% | i
50. O=C1c2ccccc2CC1Sc1nnc(-c2ccccn2)o1 (stereo not drawn)
 : -0.4% | -2% | 14 | 9 | 13% | -1.9% | -0.6% | 0.8% | x | i

Values in list order from the list.
SV40 large T antigen for nos. 42 to 48, in order: 11%, 7%, -4%, 6%, 12%, 10%, 6%
WT yeast gro inh for nos. 42 to 48, in order: 2, 4, x, 16, 6, 3, 0

Next section.
Every second line gives: UTI89 phage lysis | Dengue-2 NS5 capping | WT yeast gro inh | WT yeast gro inh mutant strain | SV40 large T antigen | XIAP antagonists | West Nile antiviral | CSM14.1 death rescue | RSV antiviral HEp-2 | Yfh1-off respiration
51. Fc1cnc(Cl)nc1N1CCN(c2ccccc2)CC1
 : 0.4% | -3% | x | x | 8% | x | -0.1% | x | 3.8% | i
52. Cc1csc2c(=O)sc(NC(=O)c3ccc(F)cc3Cl)nc12
 : 0.4% | -7% | x | x | 15% | x | 0.4% | x | 0.6% | i
53. Cc1cc2oc(=O)cc(CN3CCN(S(=O)(=O)c4cccs4)CC3)c2cc1C(C)C
 : 5.8% | -1% | 10 | -8 | 17% | -6.7% | -0.4% | -0.1% | 3.0% | i
54. COc1ccc(S(=O)(=O)NCc2ccc3c(c2)OCO3)cc1OC
 : 0.2% | -3% | x | x | 3% | x | -0.4% | x | -0.3% | x
55. O=C(Nc1ccc(NC(=O)C2CC2)nc1)c1ccncc1
 : 8.3% | 5% | 4 | 5 | 1% | -6.5% | 0.5% | 0.2% | 0.4% | i
